High-throughput results deposited in PubChem by several laboratories.
HSP90 inh: HSP90 refolding inhibition in rabbit reticulocyte lysate | actives 0.91% (n = 290,000) | inhibition, % at 5.6 µM | luciferase refolding luminescence, 3 h;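 active = inhibition above the screen-wide mean plus 3 SD, computed separately per campaign, cut at about 16% in these data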;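 note: 0% = DMSO wells and 100% = 60 µM geldanamycin wells; inhibitors lower the luminescence because luciferase stays unfolded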
Platelet DG rel: modulates dense granule release in human platelets | human platelet-rich plasma, SFLLRN dense granule ATP release, luminescence | inhibition, %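 (compounds screened at 7.5 µM in platelet-rich plasma)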 | AID 1663 | actives 0.22% (n = 300,000);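 active = mean replicate score, as percent of positive control, at or above 50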
AI-2 QS mod: modulates the Vibrio harveyi AI-2 quorum sensing system; activity change, % at 7.5 µM; Vibrio harveyi JMH597 AI-2 luminescence/OD600 ratio, 9 h; hits give low values; strain lacks LuxN and CqsS sensors; 0 = neutral-control median; actives 0.4% (n = 300,000); in the data active = activity change below about -75%, passing the limit was not always enough;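 note: luminescence divided by OD600 gain over 9 h not by final OD600 alone; inactives centre near 13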
HIF activator: HIF pathway transcriptional activation | U2OS HRE-luciferase reporter, luminescence; normalized: DMSO 0%, desferrioxamine 100% | activation, % at 7.5 µM (by protocol) | actives 0.32% (n = 300,000);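 active = mean activation of at least 10% of the iron chelator positive control signal, with at least half of replicates also reaching 10%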
aSyn UTR inh: 5' untranslated region of α-synuclein, MLPCN primary screen. AID 1813. alpha-synuclein 5'UTR reporter, inhibitor activity. inhibition, % (tested at 7.5 µM). actives 0.82% (n = 300,000); in the data active = inhibition above about 60%;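 note: H4 neuroglioblastoma cells stably carrying SNCA 5'UTR luciferase fusion; 0% = DMSO wells and 100% = positive control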
IEC-6 tox: IEC-6 cytotoxicity, counter-screen for KLF5 inhibitors | actives 0.78% (n = 290,000) | luminescence viability | inhibition, % at 5 µM; in the data active = inhibition above about 22%;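 note: 0% = plate median of test compound wells and 100% = cytotoxic reference compound wells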
SKKanGAS inh: inhibitors of SKKanGAS S. pyogenes growth in kanamycin (SK-promoter or general growth effect); BacTiter-Glo, 6 h; actives 1.3% (n = 300,000); inhibition, % at 7.5 µM;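 active = mean replicate score, as percent of positive control median, at least 50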;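 note: strain carries kanamycin resistance gene driven by streptokinase promoter and grows in 40 µg/ml kanamycin; loss of luminescence reflects streptokinase promoter inhibition or plain growth inhibition; 0% = median of DMSO wells and 100% = positive control at its reference dose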
KLF5 inhibitor: suppresses KLF5 promoter-driven expression; actives 0.23% (n = 290,000); inhibition, % at 5 µM; DLD-1 KLF5 promoter-luciferase reporter, luminescence;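 active = inhibition above a per-plate limit of that plate's mean compound inhibition plus 3 SD, cut at about 60% in these data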;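 note: 0% = DMSO wells and 100% = LY294002 at 200 µM; higher means less KLF5 promoter-driven luciferase light; inactives centre near -14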
HSF1 activator: increases HSF-1 driven luciferase reporter signal | NIH3T3-HGL HSF-1 luciferase reporter, MG132, 8 h; 100% = twice DMSO control signal | actives 1.7% (n = 300,000) | activation, % at 9 µM;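 active = mean replicate activation of at least 50% with a set share of replicates each reaching 50%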;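 note: 0% = median of the neutral control wells and 100% = twice that signal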
HSF1 inhib: HSF1 inhibition; NIH3T3-HGL HSE-luciferase, MG132-induced, luminescence 8 h; hits give low values; activity change, negative = inhibition, % at 7.5 µM (by protocol); actives 0.77% (n = 300,000);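 active = more than half of replicate wells show activity change below -50%, luminescence cut by over half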;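 note: luciferase reports HSF-1 transcriptional activity via heat shock element; 0% = median of DMSO wells and -100% = zero luminescence signal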
Active calls of the source: *; / = not tested or not shown.

SMILES | HSP90 inh | Platelet DG rel | AI-2 QS mod | HIF activator | aSyn UTR inh | IEC-6 tox | SKKanGAS inh | KLF5 inhibitor | HSF1 activator | HSF1 inhib
CCC(C)C(=O)Nc1ccc(OC)cc1OC (stereo unspecified) | -3 | 0 | 31 | 0.7 | -17 | -2 | -3 | -12 | -6 | 2
O=C(CCC(=O)Nc1ccccc1)NNC(=O)c1ccccc1Cl | -2 | -8 | 8 | -1.0 | 11 | -2 | -7 | 5 | 0 | 7
O=C(NCC1(c2ccccc2)CCOCC1)c1ccc(Br)o1 | -1 | 1 | 5 | -1.1 | -14 | -3 | -5 | 23 | -4 | -11
Cc1sc2nc(CN3CCOCC3)nc(N3CCOCC3)c2c1C | 6 | 0 | 20 | -0.3 | 13 | -1 | 1 | -21 | / | /
CN(C)c1nc(OCCOC(=O)c2ccccc2)nc(N(C)C)n1 | -1 | -2 | 23 | -0.8 | -4 | 1 | -3 | 22 | 20 | 8
CCOC(=O)c1c(C2CC2)csc1NC(=O)COC(=O)c1cnc(Cl)c(Cl)c1 | 3 | 9 | 0 | 1.9 | -12 | -1 | -17 | -31 | 5 | -8
Cc1ccc(OCC(=O)Nc2ccccc2F)cc1 | / | 2 | 11 | 2.5 | -72 | / | 13 | / | 56* | 10
NC(=O)c1cn(-c2ccccc2)nc1-c1cc2ccccc2oc1=O | -1 | 2 | 18 | -0.2 | 23 | -6 | -2 | -15 | 13 | 1
CCOc1ccc(CCNc2ccc3nnc(-c4ccccc4)n3n2)cc1OCC | -2 | -17 | 4 | -0.2 | 19 | -6 | -4 | -7 | -7 | -5
Fc1cccc(/C=N/Nc2cc(N3CCOCC3)ncn2)c1 | -1 | 8 | 9 | 2.2 | -108 | -6 | 2 | -136 | 20 | 2
CCOc1ccc(OCC(=O)OCC(=O)N2CCN(C(=O)c3ccco3)CC2)cc1 | / | 15 | 3 | -0.4 | 13 | / | 6 | / | -23 | 1
COc1ccc(-c2cc(-c3ccccc3)c(C#N)c(SCC(=O)O)n2)cc1 | / | 10 | 34 | -0.1 | 6 | / | 9 | / | 23 | -4
CCC(=O)N/C(=N/c1nc(C)cc(C)n1)Nc1cccc(OC)c1 | -2 | -18 | 30 | / | 0 | 0 | -16 | -29 | 31 | 13
CCOC(=O)C(=CNNc1cccc(Cl)c1)C(=O)OCC | 5 | -8 | -3 | -0.6 | 1 | -1 | -13 | 2 | 27 | 1
CC1CCCC(C)N1CCCNC(=O)CCn1c(=O)c2cccn2c2cccnc21 (stereo unspecified) | 2 | -6 | -1 | 0.3 | -29 | 3 | 0 | -3 | 1 | -4
CCc1cc2c(C)ccc(C)c2nc1SCC(=O)Nc1c(C)[nH]c(=O)[nH]c1=O | -7 | 0 | 7 | 0.9 | 30 | -4 | -3 | -23 | 4 | -3
COc1ccc(CCNCC(O)COc2ccc(OC)cc2C(C)(C)C)cc1 (stereo unspecified) | 5 | -9 | 26 | -0.7 | 14 | 1 | 2 | -8 | 16 | -3
O=C(COC(=O)c1ccc2c(c1)C(=O)N(Cc1ccco1)C2=O)NCC(F)(F)F | -4 | 0 | / | -0.2 | 11 | 0 | -9 | -7 | 2 | -5
Cc1ccc(NC(=S)NC(=O)c2ccc(Br)o2)c(C)c1 | 1 | -8 | 9 | 2.5 | -181 | 1 | 1 | -45 | 41 | 13
CCN(C(=O)CCc1nnc2ccc(N3CCC4(CC3)OCCO4)nn12)c1ccccc1 | -6 | 11 | 21 | 0.2 | 12 | -1 | 3 | -13 | -2 | -4
CC(=O)c1c(C(C)=O)c(C)n(-c2nc(-c3ccccc3)c(C)s2)c1C | -2 | 3 | 19 | -0.1 | 8 | 0 | -6 | 4 | -3 | 3
Cc1nn(CC(=O)NC2C(=O)N3C(C(=O)O)=C(CSc4nnnn4C)CSC23)cc1Br (stereo unspecified) | -5 | 9 | 75 | -0.4 | -17 | -6 | 109* | -25 | -6 | -6
CC(C)C(=O)N(Cc1ccccc1)c1ccccn1 | 2 | -1 | 11 | 0.1 | 14 | 0 | 5 | -24 | 3 | 0
COCCN(C(=O)COC(=O)c1cc2ccccc2cc1OC)c1c(N)n(Cc2ccccc2)c(=O)[nH]c1=O | / | 17 | 13 | -0.3 | 23 | / | -7 | / | 7 | -2
COc1ccc(NC(=O)/C(C#N)=C\c2ccc(N3CCOCC3)o2)cc1 | 1 | 4 | 9 | 1.5 | -95 | -1 | -6 | -31 | -3 | 7
CCCn1c(SCC(=O)NC2CC2)nnc1-c1ccccn1 | 1 | -7 | 6 | -0.2 | -15 | 4 | 0 | 6 | 22 | 0
Cc1cc(C)cc(N(C(=O)c2sc(C)nc2C)C(C(=O)NC(C)(C)C)c2ccncc2)c1 (stereo unspecified) | 2 | 7 | 3 | 1.8 | -6 | 4 | -11 | -3 | 11 | 7
O=C(CC1C(=O)NCCN1Cc1ccc(Cl)c(F)c1)NC1CCCCC1 (stereo unspecified) | 1 | -3 | 13 | 0.0 | -10 | -6 | 3 | -30 | 26 | 3
Cc1cc(-c2nn(-c3ccccc3F)cc2CN2CCCC(C(N)=O)C2)c(C)s1 (stereo unspecified) | -8 | 7 | 15 | 0.0 | 0 | 0 | 10 | -32 | -10 | 1
Cc1cc(C(=O)Nc2ccc3c(c2)CCC3)ccc1[N+](=O)[O-] | / | -1 | 10 | 3.3 | -187 | / | -1 | / | 55* | 28

Structures listed so far marked active in HSF1 activator:
| Structure | HSP90 inh | Platelet DG rel | AI-2 QS mod | aSyn UTR inh | KLF5 inhibitor | HSF1 activator | HSF1 inhib |
| --- | --- | --- | --- | --- | --- | --- | --- |
| Cc1ccc(OCC(=O)Nc2ccccc2F)cc1 | / | 2 | 11 | -72 | / | 56* | 10 |
| Cc1cc(C(=O)Nc2ccc3c(c2)CCC3)ccc1[N+](=O)[O-] | / | -1 | 10 | -187 | / | 55* | 28 |

Further compounds:
SMILES | HSP90 inh | Platelet DG rel | AI-2 QS mod | HIF activator | aSyn UTR inh | IEC-6 tox | SKKanGAS inh | KLF5 inhibitor | HSF1 activator | HSF1 inhib
Cc1cccc(NC(=O)CSc2nnc(C3CC3)n2CC2CCCO2)c1C (stereo unspecified) | -1 | -9 | 11 | 0.0 | -12 | -4 | -3 | -15 | 5 | 0
CCOC(=O)/C=C1\SCC(=O)N1CC(=O)Nc1ccc(C(C)C)cc1 | 1 | -1 | 10 | 0.2 | -1 | -7 | 6 | -29 | 10 | 6
CC(C)(C)c1ccc(OCCCC(=O)N2CCOCC2)cc1 | 1 | 5 | 22 | 2.1 | -104 | -7 | 5 | -70 | 25 | 13
O=C(NC(N1CCCCCC1)C(Cl)(Cl)Cl)c1ccccc1Cl (stereo unspecified) | -1 | 8 | 9 | 0.0 | -2 | 0 | -8 | -42 | -26 | -4
COc1ccc(C(=O)N/N=C/c2ccc(N3CCOCC3)o2)cc1OC | -1 | 2 | 26 | 0.0 | 19 | -5 | 0 | -14 | 7 | -2
Cc1ccc(Cl)cc1N1CCN(S(=O)(=O)c2c(C(=O)N3CCOCC3)c(C)n(C)c2C)CC1 | -4 | -12 | -7 | -0.5 | 26 | -2 | -15 | -19 | 5 | -4
COc1ccccc1NC(=O)NC1(C(=O)N2CCN(C)CC2)CCCCC1 | -3 | 35 | 7 | -0.4 | 2 | -3 | 1 | -2 | -11 | -2
COc1ccc(CCN(C(=O)c2cccc(F)c2)C2CC(=O)N(c3ccccc3)C2=O)cc1 (stereo unspecified) | -2 | 18 | 35 | -0.2 | 11 | 4 | 4 | -5 | 23 | 2
CCOC(=O)c1[nH]c(C)c(C(=O)OCc2ccccc2F)c1C | -2 | 9 | 16 | 1.9 | -8 | 51* | -1 | 36 | -29 | -17
CCOC(=O)CS(=O)(=O)c1ccc2ccccc2c1 | -3 | 0 | 3 | -31 | 2 | 1 | -3 | 15 | -13 | -5
CCC(C)NC(=O)CN(c1cc(C)ccc1OC)S(C)(=O)=O (stereo unspecified) | 0 | 2 | 10 | -0.2 | 23 | -1 | 8 | -38 | 29 | 9
Cc1ccccc1OCC(=O)NCC(=O)OCC(=O)c1ccc2ccccc2c1 | 4 | -5 | 10 | 0.2 | 12 | 6 | 2 | 4 | 2 | 1
Cn1ncc(Cl)c1C(=O)N/N=C/c1ccccn1 | 1 | -1 | 24 | -0.4 | 7 | -5 | -3 | -12 | 1 | -7
O=C(CN1CCN(Cc2ccc(Cl)cc2)CC1)N/N=C/c1ccccc1F | 0 | 20 | 7 | -0.6 | 16 | 0 | -5 | -27 | 5 | 4
Cc1ccc(S(=O)(=O)CCC(=O)Nc2ccccc2Cl)cc1 | -1 | 2 | 27 | -1.4 | 6 | -3 | 2 | -37 | -4 | -2
CCOC(=O)CSC1=C(C#N)C(c2ccccc2C)C2=C(CCCC2=O)N1 (stereo unspecified) | -4 | -5 | 7 | 0.0 | 13 | 0 | 6 | -7 | -89 | -85*
CC(C)c1ccccc1NC(=S)NC(C)c1ccccc1 (stereo unspecified) | -1 | 2 | 21 | -0.4 | 12 | 8 | -10 | 8 | 4 | 4
C=CCn1cc(C(=O)N2CCN(C)CC2)c(=O)c2cc(S(=O)(=O)N3CCCC3)ccc21 | -4 | 1 | -6 | 0.1 | -5 | 2 | -11 | -29 | -1 | -1
COc1ccc(/C=N/N2CCN(c3ccccc3OC)CC2)cc1Br | 1 | 0 | 12 | 2.9 | -101 | -7 | -2 | -16 | 17 | 6
Cn1c(N/N=C2\CCCc3ccccc32)nc2c1c(=O)n(Cc1ccccc1)c(=O)n2C | 0 | -1 | 32 | 0.1 | 7 | -10 | 8 | 6 | -1 | -6
CC1CCC(C(C)C)C(OC(=O)C[n+]2cc(-c3ccc(Cl)cc3)n3c2CCC3)C1 (stereo unspecified) | 3 | 1 | 50 | -0.4 | -2 | 6 | 6 | -119 | -6 | -4
Cc1nn(C)cc1/C=N/NC(=O)c1sc2ccccc2c1Cl | 0 | 3 | 13 | 0.7 | -28 | -5 | -6 | -30 | 3 | 0
O=C(O)/C=C/c1coc2ccccc2c1=O | 1 | 1 | 14 | -0.1 | 0 | -2 | 1 | -2 | -7 | -4
COc1ccc(C)cc1NC(=O)CC(NC(C)=O)c1ccccc1 (stereo unspecified) | 3 | 2 | 22 | 0.2 | -4 | 5 | 1 | -27 | 3 | -8
O=C(CSc1nc2nccnc2c(=O)n1Cc1cccs1)Nc1ccccc1F | 1 | 3 | 2 | 0.0 | 14 | 7 | -3 | 10 | 77* | 33
CCNc1nc(NCC)nc(Oc2ccc(OCc3ccccc3)nn2)n1 | 1 | -1 | 10 | -0.4 | 18 | 0 | 6 | -9 | 10 | -1
CC(=Nc1cccc(C)c1)c1sc2ccccc2c1O | 1 | -9 | 10 | 2.4 | -215 | 3 | -4 | 4 | 40 | 24
CCS(=O)(=O)N1Cc2ccccc2CC1C(=O)Nc1ccc(OC)cc1OC (stereo unspecified) | 1 | 6 | 17 | -0.5 | -11 | -16 | 7 | -31 | -9 | 0
CCCCNc1cc(C)nc(NCc2ccccc2)n1 | 6 | 2 | 47 | 1.5 | -17 | 23* | -4 | -8 | -13 | -12
Cc1ccc(NS(=O)(=O)c2cccc(C(=O)n3ncc(C#N)c3N)c2)c(C)c1 | 0 | 0 | 15 | -0.1 | 2 | 0 | -3 | 5 | -8 | -2
O=C(NC(=S)Nc1ccc(CN2CCOCC2)cc1)c1ccccc1[N+](=O)[O-] | 0 | -1 | -5 | 0.0 | 0 | 5 | -1 | -10 | 11 | -5
